RAD52 inh = inhibitors of human RAD52 DNA annealing | P43351 | recombinant RAD52 DNA annealing, FRET fluorescence | inhibition, % at 18.7 µM | hit rate 0.46% among 360,000;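 active = every replicate showing at least 50% inhibition; inconclusive = mean inhibition at least 50% but not in every replicate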
RAD54 branch = blocks human RAD54 Holliday junction branch migration. inhibition, % at 10.4 µM. hit rate 0.14% among 360,000. Q92698. FAM/BHQ fluorescence;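 active = mean normalized replicate activity at least 40 and at least half of replicates scoring 40 or more; inconclusive = only one of the two criteria met; inactive = mean below 40 and under half of replicates reaching 40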;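 also: 0% = median of neutral control wells and 100% = median of positive control wells; inhibitors cause a drop in the FAM fluorescence signal; in these data hits start at about 50%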
Casp6 inh = inhibitors of human caspase-6; P55212; purified caspase-6, Z-VEID-R110 cleavage fluorescence; inhibition, % at 12.5 µM; hit rate 0.53% among 350,000; AID 686996;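 active = mean inhibition across replicates at least about 35%, with every replicate also reaching that limit, limit read from the data; inconclusive = only one of the two criteria met; inactive = neither criterion met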;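 also: 0% = median of neutral control wells and 100% = no fluorescence left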
Target sequence (P55212 24-179 limits assumed): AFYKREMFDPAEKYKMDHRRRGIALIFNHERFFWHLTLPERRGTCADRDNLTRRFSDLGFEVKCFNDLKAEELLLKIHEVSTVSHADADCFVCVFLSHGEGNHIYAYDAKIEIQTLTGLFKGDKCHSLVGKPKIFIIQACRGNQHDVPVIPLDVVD
Target sequence (P55212 194-293 limits assumed): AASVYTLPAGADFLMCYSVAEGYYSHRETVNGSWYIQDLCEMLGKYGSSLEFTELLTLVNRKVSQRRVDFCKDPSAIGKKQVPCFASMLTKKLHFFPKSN
E-selectin induc = induces E-selectin expression in human endothelial cells; hit rate 0.37% among 260,000; HUVEC E-selectin immunofluorescence imaging; normalized: neutral wells 0, TNF-alpha wells 100; activation, % at 7.58 µM; P16581; AID 686992;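 active = mean E-selectin-positive cell signal at least 10% of the positive control, reached in at least 60% of replicates, without over 20% cell loss; inconclusive = no rule given, readout overlaps actives, possibly toxicity-flagged; inactive = the rest, including those meeting only one limit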;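 also: in these data hits start at about 27%; measured in HUVEC primary endothelial cells; signal is the percent of cells scored E-selectin positive by PE staining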
Target sequence (P16581 whole entry, looked up): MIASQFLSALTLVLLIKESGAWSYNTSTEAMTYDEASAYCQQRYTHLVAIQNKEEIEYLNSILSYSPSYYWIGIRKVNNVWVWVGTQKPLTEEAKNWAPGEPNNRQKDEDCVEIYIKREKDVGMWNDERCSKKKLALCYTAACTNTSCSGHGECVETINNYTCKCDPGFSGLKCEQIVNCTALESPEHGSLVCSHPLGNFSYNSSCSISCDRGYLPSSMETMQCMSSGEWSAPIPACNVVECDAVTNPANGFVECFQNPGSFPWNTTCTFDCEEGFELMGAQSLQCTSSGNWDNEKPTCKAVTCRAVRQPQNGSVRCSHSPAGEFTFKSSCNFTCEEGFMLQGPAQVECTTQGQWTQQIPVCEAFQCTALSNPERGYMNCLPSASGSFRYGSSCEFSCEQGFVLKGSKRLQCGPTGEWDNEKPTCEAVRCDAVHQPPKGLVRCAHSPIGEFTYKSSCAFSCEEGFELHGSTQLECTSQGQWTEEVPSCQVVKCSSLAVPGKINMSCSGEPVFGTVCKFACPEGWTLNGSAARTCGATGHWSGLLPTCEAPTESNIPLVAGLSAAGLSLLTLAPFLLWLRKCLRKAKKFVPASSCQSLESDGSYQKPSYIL
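Test system – human umbilical vein endothelial cells (HUVEC), E-selectin induction · Input – 3,000 HUVEC seeded per well · Buffer or medium – EGM-2, gelatin · Compound dosing – single-point compound dose · Detection – immunofluorescence imaging · Measure – percent E-selectin-positive cells · Controls – TNF-alpha high, DMSO low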
INS-1E GSIS act = primary screen for activators of insulin secretion dependent on glucose, INS-1E cells, GLuc reporter luminescence; INS-1E GLuc reporter insulin secretion, 2-3 h; activation, % at 16.6 µM; hit rate 0.61% among 370,000;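 active = lowest replicate activation of at least 40%, so every replicate reaches that level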;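 also: 0% = median of neutral control wells and 100% = median of IBMX positive control wells; some compounds called inactive have numbers as strong as hits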
DENV2 CPE rescue = DENV2-induced cell death inhibition. DENV2-infected cells, cytopathic effect rescue, plate reader. CPE inhibition, % at 9.99 µM. hit rate 1.7% among 350,000. AID 651640; in the data active = CPE inhibition above about 20%, passing the limit was not always enough; inconclusive = no clear call, values can overlap the other calls; tested in BHK-21 cells;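 also: 0% = median of neutral control wells and 100% = median of positive control wells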
XiGFP reactiv = reactivates the inactive X chromosome in mouse fibroblasts. XiGFP mouse fibroblasts, % GFP-positive cells imaging, 3 d; cells co-treated with 5-aza-dC sensitizer; scaled so ellipticine positive control = 100%. activation, % at 7.58 µM. hit rate 0.055% among 360,000. AID 743238;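 active = mean normalized replicate activation at least 10% and every replicate at or above 10%; inconclusive = only one of the two criteria met; inactive = mean below 10% and not all replicates reach 10%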;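 also: 0% = median of on-plate neutral control wells and 100% = ellipticine 6 µM median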
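Assay system – SV40-immortalized XiGFP fibroblast cells, line 68-5-11 · Buffer or medium – DMEM supplemented with 5-aza-dC as sensitizing agent · Dosing – one concentration, pinned · Benchmarks – positive control ellipticine, 6 µM final · Times – 3 days compound exposure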
CFTR F508del cor = CFTR F508del correction in bronchial cells; CFBE cells, YFP halide quenching; stimulated with forskolin plus potentiator P3; % fluorescence drop versus neutral controls; activity (quench increase), % at 7.58 µM; hit rate 0.36% among 350,000; AID 720511;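 active = mean added fluorescence quench of at least 8% versus neutral control, with both replicates also reaching 8%; inconclusive = only one of the mean or replicate conditions met; inactive = mean below 8% and not both replicates reaching 8%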;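 also: cells transiently co-express mutant CFTR-F508del with the halide-sensitive YFP; corrector assay measuring rescue of mutant channel to the surface after 24 h compound exposure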
Starred values were filed as active, the others as inactive; ? = inconclusive; nt = no result given; & = joins results of further samples.

SMILES	RAD52 inh	RAD54 branch	Casp6 inh	E-selectin induc	INS-1E GSIS act	DENV2 CPE rescue	XiGFP reactiv	CFTR F508del cor
C[C@@H]1CN([C@H](C)CO)S(=O)(=O)c2ccc(C#CCN(C)C)cc2O[C@@H]1CN(C)Cc1ccc2c(c1)OCO2	8	-13	-1	-0.1	1	-9	-1.0	nt
O=C1NC[C@H](CCCCN2C[C@H](Cc3ccccc3)N(CCc3ccc(O)cc3)C(=O)C2=O)N(CCC2CCCCC2)C1=O	3	nt	3	-0.2	-12	5	0.0	4.0
Cc1ccc(S(=O)(=O)N(C)C[C@H]2OCCCC[C@@H](C)Oc3ccc(NC(=O)Nc4ccc5c(c4)OCO5)cc3C(=O)N([C@H](C)CO)C[C@@H]2C)cc1	-4	-8	-1	nt	10	-2	0.0	-0.5
C=CCN(CC=C)C[C@@H]1CSCCS(=O)(=O)N1	5	nt	-2	nt	9	5	0.0	6.4
CCCC#Cc1ccc([C@@H]2[C@H]3CN(C(=O)c4ccc(F)cc4)CC(=O)N3[C@H]2CO)cc1	-10	nt	0	0.9	2	0	0.0	-4.6
O=C(O)c1cc(Cl)c(Cl)cc1C(=O)N1CCOCC1	-6	-20	1	nt	13	-2	nt	-1.2
C[C@@H](NC(=O)[C@H]1[C@H](CO)[C@H]2Cn3c(ccc(-c4ccncc4)c3=O)[C@H]2N1C)c1ccccc1	-7	0	2	-0.1	6	-1	0.9	nt
Cc1ccc(S(=O)(=O)Nc2cccc3c2O[C@H](CN(C)S(=O)(=O)c2ccc(Cl)cc2)[C@H](C)CN([C@@H](C)CO)C3=O)cc1	nt	nt	nt	-0.4	-8	-8	-0.9	1.5
N#CCC(=O)N1CCN(C(c2ccccc2)c2ccccc2)CC1	-16	0	-1	nt	4	-2	0.1	0.9
COc1ccc(CCNC(=O)COc2ccc(-c3ccc(C#N)cc3)cc2)cc1	-13	2	0	-0.1	28	6	0.0	nt
COc1cccc(C(=O)Nc2ccc3c(c2)C(=O)N(C)[C@H]2CC[C@H](CC(=O)N[C@H](C)c4ccccc4)O[C@H]2CO3)c1	-7	-3	-1	2.1	-10	-7	0.0	2.4
CN1CCN(c2ccc([N+](=O)[O-])cc2/C=N/NC(=O)c2cccc([N+](=O)[O-])c2)CC1	8	nt	-2	-1.9	20	0	0.0	-2.2
CNC[C@H]1Oc2cc(C#CC3CCCC3)ccc2S(=O)(=O)N([C@@H](C)CO)C[C@@H]1C	3	-8	0	4.1	4	2	-0.1	-1.2
COc1ccccc1Nc1nc(N)nc(CN2CCCCC2)n1	5	2	-1	3.4	4	-3	0.0	3.0
Cc1cc(C(=O)N2CCN(S(=O)(=O)c3ccccc3C#N)CC2)c(C)o1	-10	-1	2	nt	0	17	0.0	-1.8
CCOc1ccc(S(=O)(=O)N2CCOCC2)cc1NC(=O)CSCC(=O)Nc1ccc(OC)cc1	-21	13	-30	-0.3	9	1	0.0	20*
COc1ccc(Cl)cc1S(=O)(=O)NC(C)C(=O)NCc1ccc2c(c1)OCO2 (centres undefined)	-13	8	4	0.2	9	1	0.2	-3.4
COc1ccc(CN(C)C[C@@H]2Oc3ccc(NC(=O)Nc4ccc(OC)cc4)cc3CC(=O)N([C@H](C)CO)C[C@@H]2C)cc1	14	9	3	0.4	-18	19	0.1	3.9
O=C(NCCN1CCOCC1)c1ccc(Cl)cc1O	-22	-5	1	0.0	-4	-6	0.1	-1.2
CC1CCCCN1c1ncnc(N)c1[N+](=O)[O-] (centres undefined)	-5	nt	-3	0.1	38	-2	0.0	0.6
N#Cc1cc(C(=O)c2cc(F)ccc2O)cn(Cc2ccccc2)c1=O	-35	nt	-1	nt	-7	4	0.0	-1.6
Cn1c(SCC(=O)NC2CCCCC2)nnc1-c1cccnc1	-21	-12	1	0.5	19	1	0.0	-2.0
COc1ccc(OC)c(C2NC(=O)CCC2[N+](=O)[O-])c1 (centres undefined)	-23	4	-2	1.5	23	-4	0.3	-0.6
COc1ccc(NC(=O)N(C)C[C@@H]2Oc3cc(-c4ccc(C)cc4)ccc3S(=O)(=O)N([C@H](C)CO)C[C@H]2C)cc1	32	-1	5	0.0	-12	-2	0.4	6.4
O=c1c(S(=O)(=O)c2ccc(Cl)cc2)cn(Cc2ccccc2F)c2ccc(F)cc12	7	nt	-2	4.8	11	17	0.2	nt
Next part:
SMILES	RAD52 inh	RAD54 branch	Casp6 inh	E-selectin induc	INS-1E GSIS act	DENV2 CPE rescue	XiGFP reactiv	CFTR F508del cor
O=C(c1cccnc1)N1CC(=O)N2[C@H](CO)[C@@H](c3ccc(C#CCC4CCCC4)cc3)[C@H]2C1	7	nt	-3	0.9	3	9	0.5	1.9
Fc1ccccc1-c1nc2ncccc2o1	-16	-4	nt	0.0	6	-2	0.0	-3.2
O=C(COC(=O)C1CC2CCCC(C1)C2=O)Nc1ccccc1 (centres undefined)	-14	-1	-1	0.1	-8	-6	0.3	-0.5
COC(=O)[C@@H]1[C@@H](CO)[C@@H]2Cn3c(cccc3=O)[C@@H]2N1CC1CCCCC1	-12	0	-1	-0.1	12	?	0.9	0.6
CCC(c1nnnn1-c1ccc2c(c1)OCCO2)N1CCc2ccccc2C1 (centres undefined)	-6	nt	-3	0.4	55*	-6	-0.1	2.3
CCCN(CC(=O)Nc1ccccc1C)C(=O)c1ccc(N2CCOCC2)c([N+](=O)[O-])c1	-17	-3	-2	nt	12	-4	0.0	1.0
CCOC(=O)C1CCN(C(=S)NC(=O)c2cccs2)CC1	-14	7	-1	3.1	7	-3	0.4	2.4
COc1ccc(C(C)(NC(C)=O)c2nc(-c3cccc4cccnc34)cs2)cc1 (centres undefined)	-15	2	1	-0.1	nt	5	0.1	0.9
COc1cccc(OC)c1C(=O)Nc1nnc(-c2ccc(F)cc2)s1	-13	-4	1	0.1	1	12	0.0	3.0
C[C@H](CO)N1C[C@H](C)[C@H](CN(C)CC2CC2)Oc2c(NC(=O)c3cnccn3)cccc2C1=O	-20	4	1	0.4	21	-6	-0.4	-2.1
Cc1ccc(C)c(S(=O)(=O)N2CCCC2CNC(=O)C(=O)NC2CC2)c1 (centres undefined)	-8	-3	-1	1.2	-8	-8	-0.1	-1.0
COc1cc(/C=C2\C(=O)N(c3cccc(C(=O)O)c3)N=C2C)ccc1OCc1ccccc1	-18	4	5	0.6	nt	19	0.5	-1.9
COc1cc(NC(=O)c2ccc(=O)[nH]n2)cc(OC)c1OC	-6	2	-3	0.1	14	5	0.0	1.0
C[C@@H]1CN([C@H](C)CO)C(=O)Cc2cc(NC(=O)Nc3ccc(F)cc3)ccc2O[C@@H]1CN(C)S(=O)(=O)c1ccc(F)cc1	21	-3	nt	1.0	-24	10	-1.2	-2.8
C[C@H](CO)N1C[C@H](C)[C@@H](CN(C)Cc2ccc3c(c2)OCO3)Oc2cc(-c3cccc(C(=O)N(C)C)c3)ccc2S1(=O)=O	23	1	2	nt	-16	15	-0.1	-5.0
COc1cc(Cl)c(C)cc1NC(=O)Cc1ccc(OC)c(OC)c1	-21	-1	-5	nt	-10	10	0.0	0.4
Cc1ccc(S(=O)(=O)N2CCN(C(=O)c3cc(C4CC4)nc4c3cnn4C(C)C)CC2)cc1	-4	12	1	-1.7	-11	1	-0.1	-3.7
CCOC(=O)C(=NC1CCS(=O)(=O)C1)NNc1ccccc1Cl (centres undefined)	-13	-7	-1	0.7	-2	-5	-0.2	2.1
CCOc1ccc(NC(=S)N2CCN(S(C)(=O)=O)CC2)cc1	-7	-5	-1	2.8	10	12	0.0	-2.3
COc1ccccc1C/C(N)=N/OC(=O)COc1cccc(C)c1C	-8	1	-3	-0.3	-2	8	0.0	-1.1
CCOC(=O)c1nn(-c2ccccc2)c(C#N)c1N	-13	nt	-1	nt	9	4	0.0	nt
Cc1ccc(C(=O)NCC(=O)NCCSc2ccc(Br)cc2)cc1	0	nt	-1	0.2	8	-2	0.2	1.9
COCCCNc1nc2c(c(=O)n(Cc3ccc(F)cc3)c(=O)n2C)n1C	-16	7	0	0.2	-1	0	0.0	0.8
CC(=O)NCC(=O)NC1CCCc2c1cnn2-c1ccccc1F (centres undefined)	-3	1	-1	nt	8	-1	0.0	-1.5
Cc1ccc(CN2CCN(Cc3cn(C)nc3-c3ccccc3)CC2CCO)o1 (centres undefined)	-6	nt	1	nt	3	1	-0.1	0.4
New compounds follow.
SMILES	RAD52 inh	RAD54 branch	Casp6 inh	E-selectin induc	INS-1E GSIS act	DENV2 CPE rescue	XiGFP reactiv	CFTR F508del cor
CCOC(=O)C1CCN(C(=O)c2cc(-c3ccncc3)nc3ccccc23)CC1	-8	0	-2	nt	24	-4	0.0	0.1
CC(NC(=O)COc1cccc(Br)c1)C(=O)O (centres undefined)	3	nt	0	nt	-5	-5	nt	-1.2
COc1ccc(CN(C)C(=O)[C@H]2O[C@@H](n3cnc4c(N)ncnc43)[C@H](O)[C@@H]2O)cc1OC	11	-4	-2	0.1	21	3	-0.1	1.6
Cc1nc(SCc2nc3c(F)cccc3[nH]2)c2oc3ccccc3c2n1	-29	-21	0	1.2	14	-6	0.0	1.2
COc1cccc(-c2ccc(CN3C(C(C)C)C(=O)N(Cc4cn(CCC5OCCO5)nn4)CCS3(=O)=O)cc2)c1OC (centres undefined)	2	7	3	0.0	-3	-2	0.2	-3.0
O=C(CSc1ccc(-c2cccc([N+](=O)[O-])c2)nn1)NC1CCCC1	0	nt	nt	nt	10	-4	-0.1	0.7
O=C(Nc1cccc(Cc2ccccc2)c1)Nc1ccc2nc([C@@H]3O[C@H](CO)[C@@H](O)[C@H](O)[C@H]3O)[nH]c2c1	-16	-3	-2	nt	-1	-4	0.0	1.2
CC(=O)Oc1ccc(C(=O)Nc2ccccc2C(=O)N2CCCCC2)cc1	-8	-2	-3	-0.1	-12	-2	0.0	-0.5
C[C@@H]1CCCCO[C@H](CN(C)C(=O)c2ccncc2)[C@@H](C)CN([C@@H](C)CO)C(=O)c2cc(NC(=O)c3ccncc3)ccc2O1	-8	-2	4	-0.2	35	-2	0.1	2.0
COc1ccc(C(C(=O)NCc2ccccc2)N(C(=O)c2snc(C(N)=O)c2N)c2ccccc2OC)cc1 (centres undefined)	-2	5	3	0.1	7	6	0.0	0.1
Cc1ccc(-c2csc(C(O)(c3ccccc3)C(F)(F)F)n2)cc1C (centres undefined)	-9	7	-2	-0.7	18	-4	0.2	-1.8
O=C(CCn1c(=O)c2cccn2c2ccc(F)cc21)NCCc1ccccc1	-12	10	-1	nt	6	5	0.0	-0.7
Cn1cncc1C(=O)c1ccccc1	3	-5	1	0.0	1	7	0.0	-1.0
N#Cc1ccccc1OCC(O)CS(=O)(=O)c1ccccc1 (centres undefined)	1	-3	2	-1.6	-13	2	0.6	-1.2
COc1ccc(S(=O)(=O)Nc2ccc3c(c2)C(=O)N([C@H](C)CO)C[C@H](C)[C@H](CN(C)Cc2ccc(C(=O)O)cc2)O3)cc1	-4&-2	-6&-2	-2&-4	0.4&-0.2	16&-15	?	0.0&0.0	0.1&3.4
CC1NC(=O)c2ccccc2-n2c1nc1cc(F)ccc1c2=O (centres undefined)	-4	nt	-6	-0.3	3	nt	0.0	4.0
N#Cc1ccc(S(=O)(=O)N2CCC(N3CCCCC3)CC2)cc1	-4	3	-2	0.5	3	5	0.4	0.1
O=C(N/N=C/c1cc(Br)c(O)c(Br)c1O)c1ccc2c(c1)OCCO2	-30	8	31	0.0	-22	0	0.1	-1.4
NC(=O)c1cc(S(=O)(=O)N2CCN(c3cccc(Cl)c3)CC2)cs1	-6	10	-1	nt	3	-4	0.1	-1.1
